Assay outcomes as filed in PubChem.
TbREL1 primary: TbREL1 inhibition, primary screen. P86926. hit rate 0.49% among 89,000. inhibition, % at 9.66 µM. AID 1117264. TbREL1 RNA ligation, FRET fluorescence;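 active = inhibition above the mean inhibition across all screened compounds plus 3 SD, cut at about 11% in these data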;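 also: 0% = plate median of test wells and 100% = NSC42067 control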
Target sequence (P86926 whole entry, looked up): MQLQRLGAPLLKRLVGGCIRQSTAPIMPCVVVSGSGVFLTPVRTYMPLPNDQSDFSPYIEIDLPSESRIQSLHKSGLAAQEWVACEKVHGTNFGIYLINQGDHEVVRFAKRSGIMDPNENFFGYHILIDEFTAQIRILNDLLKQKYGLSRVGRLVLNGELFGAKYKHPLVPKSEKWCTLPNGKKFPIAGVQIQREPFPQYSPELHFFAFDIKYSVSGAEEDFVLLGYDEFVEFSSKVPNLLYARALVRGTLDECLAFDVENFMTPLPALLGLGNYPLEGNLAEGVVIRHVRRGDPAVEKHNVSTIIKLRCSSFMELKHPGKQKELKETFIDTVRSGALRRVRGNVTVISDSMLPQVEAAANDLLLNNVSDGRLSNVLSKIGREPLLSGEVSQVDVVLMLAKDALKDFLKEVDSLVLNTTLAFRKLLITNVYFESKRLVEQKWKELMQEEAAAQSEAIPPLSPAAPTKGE
An asterisk follows results filed as active. This is a subset, so the mix of outcomes need not match the whole.

SMILES | TbREL1 primary
Cc1c(/C=N\NC(=O)C2COc3ccccc3O2)c2ccccc2n1C (configuration not stated) | -0.7
COc1ccc2c(c1)c(C(=O)CN1CCC(C(N)=O)CC1)c(C)n2C | -0.3
COc1ccccc1N1CCN(C(=O)/C=C/c2ccc(C)cc2)CC1 | -1.5
CCCCCc1nnc(NC(=O)NS(=O)(=O)c2ccc(C)cc2)s1 | 0.4
NS(=O)(=O)c1cccc(C(=O)NC2CCSc3ccccc32)c1 (configuration not stated) | 3.6
O=C1c2ccccc2C(O)(Cc2ccccc2)N1C1CCCCC1 (configuration not stated) | 1.7
O=C(Nc1ccc(F)cc1)OCCN1CCCC12CCC(c1ccccc1)CC2 (configuration not stated) | 5.1
COc1cc(OC)c2c(C)cc(=O)oc2c1C(CCN1CCOCC1)c1ccc2c(c1)OCO2 (configuration not stated) | -2.8
CN(C)c1ccc(C(O)c2cc3ccccc3s2)cc1 (configuration not stated) | -3.2
CCOc1ccc(OCCC(=O)N2CCN(S(=O)(=O)c3cccc(F)c3)CC2)cc1 | -2.7
CC1CCN(C(=O)COc2ccc3ccccc3c2Br)CC1 | 2.3
O=C(NN=C1CCCCCC1)c1cc(-c2ccccc2)nc2ccccc12 | 2.6
O=C(Nc1ccnc(-c2cccnc2)n1)c1cccc(Cl)c1Cl | -2.1
Cc1cccc(NC(=O)CNC(=O)c2cccc(S(=O)(=O)NCc3cccs3)c2)c1C | -3.5
O=[N+]([O-])c1ccc(CN2CCN(c3ccc4ccccc4n3)CC2)cc1 | 1.3
Cc1cccn2c(=O)c3cc(C#N)c(=NC(=O)c4cccnc4)n(CC4CCCO4)c3nc12 (configuration not stated) | 1.0
C[C@H]1[C@@H](NC(=O)c2cccc(C(F)(F)F)c2)CC[C@@]23CCCN2C(=O)CCC[C@@H]13 | -3.4
COC(=O)c1nnn(-c2nonc2N)c1CSc1nnc(C)s1 | -1.5
CC[C@]12C(=O)N(C)C[C@H]([C@@H]3C(=O)N(C)C(=O)[C@@H]31)N2C(=O)c1ccc(F)cc1 | 2.5
Cc1c(C(c2ccccc2O)c2c(C)n(C)n(-c3ccccc3)c2=O)c(=O)n(-c2ccccc2)n1C | 2.4
O=C(CN(Cc1ccc(Cl)cc1)S(=O)(=O)c1ccccc1)NCC1CCCO1 (configuration not stated) | -1.3
C/C=C\C(=O)Nc1cccc(C2=NOC3(C2)C[C@H](C(N)=O)N(C(=O)/C=C/CC)C3)c1 (some centres not stated) | -3.5
O=C(NC1CCCCN(Cc2ccc(Cl)cc2)C1=O)c1cc(-c2ccccc2)no1 (configuration not stated) | 1.9
Cc1cc(S(=O)(=O)Nc2cccc(C(=O)O)c2)c(C)c(S(=O)(=O)c2ccc(Cl)cc2)c1 | 5.7
COC(=O)c1ccc(SCc2cnc(Cl)s2)cc1 | 0.9
CCOc1ccccc1CNC(=O)c1cn(C)c(=O)c2c1c1ccccc1n2C | 8.4
COc1ccc(-n2c(=O)c3ccccc3n(Cc3cccc(C)c3)c2=O)cc1OC | -3.4
O=C(c1cc(COc2ccc(F)cc2F)on1)N1CCN(C2CCCC2)C(=O)C1 | -2.6
C=CCN1C(=O)c2ccc(C(=O)N3CCN(S(=O)(=O)c4ccc(C(C)C)cc4)CC3)cc2C1=O | 0.6
CCCCCCSc1ccc(-c2nc3ccc(Cl)cn3c2NCCCC)cc1OC | -0.9
Cc1csc(-c2cccnc2)n1 | -1.4
COc1ccc(C(C)=O)cc1COc1ccc(F)cc1 | 1.1
CC(OC(=O)c1cc(S(=O)(=O)N(C)C)ccc1N1CCCC1)C(=O)NCc1ccccc1 (configuration not stated) | 3.2
CC(C)Cn1c(N)c(C(=O)COC(=O)c2nccnc2N)c(=O)n(C)c1=O | -0.7
CNC(=O)COc1ccc(Nc2nnc(C)c3ccccc23)cc1 | -2.1
Cc1cccc(NC(=O)CN(C)S(=O)(=O)c2cccc3nsnc23)c1C | 5.7
CCOc1ccc(Oc2ccc(S(=O)(=O)N3CCOCC3)cc2NC(=O)C2=COCCO2)cc1 | 0.1
CN(C)c1cc(NC(=O)CNC(C)(C)CC(C)(C)C)c2ccccc2n1 | 7.9
COc1ccccc1N1CCN(C2CCCN(Cc3ccc(Cl)cc3)C2)CC1 (configuration not stated) | -0.8
Cc1ccc(NC(=O)N2CCCC2C(=O)Nc2c(C)cc(C)cc2C)cc1 (configuration not stated) | 2.1
CC(C)CN(CC(C)C)c1nnc(N)s1 | -2.6
CCOC(=O)c1ccc2c(c1)nc(SCC(=O)NC(C)C)n2CC | 5.3
CC(C)(C)OC(=O)N(Cc1ccccc1)Cc1ccccc1OCc1ccc(NC(=O)C2CCC2)cc1 | 1.1
CCOC(=O)C(NC(C)=O)(Nc1ccc(S(=O)(=O)Nc2cc(C)on2)cc1)C(F)(F)F (configuration not stated) | 0.2
Cc1ccc(-c2nc(NC(=O)CSc3cc(C)c4ccccc4n3)ns2)cc1 | 3.5
Cc1ccc([N+](=O)[O-])cc1S(=O)(=O)Nc1ccc(C(=O)NCC2CCCO2)cc1 (configuration not stated) | -1.5
CC(NCC(=O)Nc1ccccc1C(=O)NC1CC1)c1cccc(C(F)(F)F)c1 (configuration not stated) | 0.4
N#CCCn1c(C2CCCCC2)nc2ccccc21 | 0.3
COc1ccc(C2CC(=O)c3cnc(NC(=O)c4ccccc4OC)nc3C2)c(OC)c1 (configuration not stated) | 3.9
Nc1nc(-c2nc3ccccc3[nH]2)cs1 | 2.9
CCCCC[C@@H](C)N1C[C@@H](COCc2ccccc2)Oc2cc(N3CC[C@H](N(C)C)C3)ccc2S1(=O)=O | -0.2
CCOc1ccc(NC(=O)N2CCC(c3ccc(C)cc3)C2)cc1 (configuration not stated) | -2.8
CC(C)N1C(=O)c2ccccc2NC(=O)C1C(=O)NCc1ccccc1 (configuration not stated) | 0.2
Cc1ccccc1NC(=O)CN1CCC(C(=O)c2ccc3c(c2)OCCO3)CC1 | -2.5
Nc1nc(-c2ccc(Cl)cc2Cl)cn1N | -0.9
COc1cn(-c2ccccc2)nc1C(=O)Nc1ccccc1 | 5.0
COc1ccccc1Oc1ccc(S(=O)(=O)Nc2cccnc2)cc1 | -0.9
CN1CCN(S(=O)(=O)c2ccc(Cl)cc2)CC1 | 8.7
Cc1cccc(C2CC(c3ccc(F)cc3)Nc3nc(N)nn32)c1 (configuration not stated) | -2.9
CC(=O)C1=C(C)N(Cc2ccc(Br)cc2)C(=S)NC1c1cccc(Br)c1 (configuration not stated) | -7.9

(more compounds)
SMILES | TbREL1 primary
Cc1ccc(-c2nc(C3CCCN(S(=O)(=O)c4ccc(Br)s4)C3)no2)cc1 (configuration not stated) | 1.1
CC(=O)N1c2ccc(S(=O)(=O)NCc3ccco3)cc2CC1C (configuration not stated) | -1.4
CCc1cc2c(SCC(=O)c3ccccc3)ncnc2s1 | 1.6
Nc1c(S(=O)(=O)c2ccccc2)cnc2c(-c3ccc(F)cc3)cnn12 | 4.3
C(/C=C\c1ccco1)=NN1CCN(Cc2cccc3ccccc23)CC1 | -3.8
COC(=O)c1cccc(NC(=S)NCc2ccco2)c1 | -1.4
Cn1nnnc1SCC(=O)NC(C)(C)C | 0.3
CC(=O)Nc1nnc(CCN2CCCCC2)s1 | 1.0
O=C(NCC(F)(F)F)Nc1ncccn1 | 0.8
O=C(COc1ccc2ccccc2c1)Nc1cccc2cccnc12 | 1.5
CCOC(=O)c1c(C)nc(SC)c(C#N)c1-c1ccccc1 | -0.7
CCOC(=O)c1oc2ccccc2c1CN1CCCCC1 | -3.2
COc1ccc(Nc2nc(NCCO)nc(OC)n2)cc1 | -1.7
Cc1ccc(CSCC(=O)N(C)CC(=O)Nc2ccccc2Cl)cc1 | -2.0
CCC1(C)COC2(OC1)C(=O)Nc1ccccc12 (configuration not stated) | -0.1
O=C(CCCNC(=O)/C(=C\c1ccccc1F)NC(=O)c1ccccc1)OCc1ccccc1 | 2.8
Cc1cc(C)c(NC(=O)Nc2ccccc2C)c(Cl)c1 | -1.4
COc1ccccc1NC(=O)CSc1ccc2nnc(-c3ccc(C)cc3)n2n1 | 4.7
CN(C)CCCn1c(SCC(=O)Nc2nccs2)nnc1-c1ccncc1 | 0.9
C/C(N)=C(/C#N)C(=O)COC(=O)C1CSC2(c3ccc(F)cc3)CCC(=O)N12 (configuration not stated) | -4.7
Cc1ccccc1NC(=O)C1CCCN1S(=O)(=O)c1ccc2c(c1)n(C)c(=O)c(=O)n2C (configuration not stated) | -1.5
Nn1c(SCC(=O)NC(=O)NCc2ccco2)nnc1-c1ccc(OC(F)F)cc1 | -7.5
Cc1ccc(S(=O)(=O)NCCC(=O)N2CCCCCC2)cc1 | 0.1
NC(=O)CC(NC(=O)Cc1cccc2ccccc12)c1ccc(NC2CCCCC2)c([N+](=O)[O-])c1 (configuration not stated) | -2.9
CCc1c(C)sc(NC(=O)c2cnn3cccnc23)c1C#N | 1.6
COc1ccc(C2/C=C\CN(S(=O)(=O)c3ccc(C)cc3)CC(=O)N2Cc2cccc(F)c2)cc1 (configuration not stated) | -1.3
Cc1ccc(CNC(=O)CN(C(=O)C2(C)CC(=O)N=C3C=CC=CN32)c2cc(C)ccc2C)cc1 (configuration not stated) | -1.4
CC1(C)Cc2c(cnn2-c2ccc(F)cc2)C(NC(=O)C2CCC2)C1 (configuration not stated) | 1.0
CC(C)C1CC(CCN)(c2ccccc2)CCO1 (configuration not stated) | 5.7
CC(C)CC1(C)NC(=O)N(CC(=O)NC(=O)Nc2ccc3c(c2)OCCO3)C1=O (configuration not stated) | 0.1
O=C(NCC(=O)N1CCCCC1)c1ccc2ccccc2c1 | 5.2
Cc1ccc(NS(=O)(=O)c2cc([N+](=O)[O-])ccc2NNC(=S)Nc2cc(C)ccc2C)c(C)c1 | -3.6
CCc1nc(C)ccc1OC(=O)C12CC3CC(CC(C3)C1)C2 | 4.2
CCC/C=C/c1ccc(CN2C(C)C(=O)N(Cc3cn(CC4CCCCC4)nn3)CCS2(=O)=O)cc1 (configuration not stated) | -3.3
COc1ccc(O)c(C(=O)c2coc(=N)c(C(=O)Nc3ccc(SC(F)F)cc3)c2)c1 | -2.9
CN(C)C(=O)OCc1c(-c2ccccc2)ncc2ccccc12 | 3.4
CN1C(=O)C(O)(CC(=O)c2ccccc2O)c2cc(Br)ccc21 (configuration not stated) | 0.1
CCOc1ccc(C(=O)Nc2c3c(nn2-c2ccc(F)cc2)CS(=O)C3)cc1 (configuration not stated) | -0.6
CCCn1c(NCc2cc(OC)ccc2OC)nc2ccccc21 | 0.5
Cc1cc(C)n2nc(N)c(N=Nc3ccc4c(c3)OCO4)c2n1 | 1.6
COc1ccccc1NC(=O)N1CCN(CCc2ccccc2)CC1 | 1.3
CC(=O)N1c2ccc(S(=O)(=O)N(C)CC(=O)NCc3ccc(C)cc3)cc2CC1C (configuration not stated) | -1.0
COC(=O)CCCC1=CC2=C(c3ccccc3)C(=O)C(C)(OC(=O)C3CCCC3)C(=O)C2=CN1CCN1CCOCC1 (configuration not stated) | -1.4
Cc1cc(=O)oc(C)c1C(=O)Nc1ccc(N(C)C)cc1 | -8.1
O=[N+]([O-])c1cc(-c2n(-c3ccccn3)c3ccccc3[n+]2-c2ccccn2)ccc1Cl | 1.0
Cn1c(=O)cc(OCCCC(=O)N2CCN(c3ccccc3)CC2)c2ccccc21 | -3.0
CC1(C)Cc2cccc(OCC(=O)NCCc3ccccc3)c2O1 | -1.4
COc1ccc(NC2CCCN(C(=O)c3ccc4[nH]c(C)c(C)c4c3)C2)cc1OC (configuration not stated) | -8.5
COc1cc(C=NN2CCN(C(c3ccccc3)c3ccccc3)CC2)cc(OC)c1OC(C)=O | 5.0
COc1ccc(-c2ccc(CNCCCN3CCOCC3)o2)cc1Cl | 0.8
COc1ccc(-c2cc3ccc(OCC(N)=O)cc3oc2=O)cc1OC | 4.2
CN(C)CCNC(=O)c1ccccc1 | 0.5
Cc1ccc(C(=O)NC(NC(=O)c2ccc(C)cc2)C(Cl)Cl)cc1 | 5.2
Cc1ccccc1C(=O)NN1CC(C(=O)OCc2ccc(Cl)c(Cl)c2)CC1=O (configuration not stated) | 1.1
CCOc1ccc(C(=O)c2ccc(OCC)c(N)c2)cc1N | -4.6
CCCCn1c(SCC(=O)c2ccc(O)cc2O)nc2cc(S(N)(=O)=O)ccc21 | -4.6
COc1cc(C)c(S(=O)(=O)NCc2cccs2)cc1C | -0.6
O=C(COC(=O)c1cc(Br)ccc1O)Nc1ccc2c(c1)OCO2 | -0.1
CCCCn1nc(C(=O)Nc2cc(S(=O)(=O)N(C)C)ccc2C)c2ccccc2c1=O | 1.9
CC(C)Oc1ccc(F)cc1-c1cc(C(=O)NCc2ccc(C(F)(F)F)cc2)[nH]n1 | 2.6

Of the compounds above, five contain bromine.
SMILES | TbREL1 primary
CC1CCN(C(=O)COc2ccc3ccccc3c2Br)CC1 | 2.3
CC(=O)C1=C(C)N(Cc2ccc(Br)cc2)C(=S)NC1c1cccc(Br)c1 (configuration not stated) | -7.9
Cc1ccc(-c2nc(C3CCCN(S(=O)(=O)c4ccc(Br)s4)C3)no2)cc1 (configuration not stated) | 1.1
CN1C(=O)C(O)(CC(=O)c2ccccc2O)c2cc(Br)ccc21 (configuration not stated) | 0.1
O=C(COC(=O)c1cc(Br)ccc1O)Nc1ccc2c(c1)OCO2 | -0.1

Next compounds:
SMILES | TbREL1 primary
Nc1c(N(Cc2ccco2)C(=O)COc2ccc(Cl)cc2)c(=O)[nH]c(=O)n1Cc1ccccc1 | -5.1
CCCCSc1ccc2nc(-c3ccc(C#N)cc3)cn2c1 | -0.9
O=C(NNc1ccc([N+](=O)[O-])cc1)C12CC3CC(CC(C3)C1)C2 | -0.2
O=C(O)c1ccc(S(=O)(=O)N2CCOCC2)o1 | 0.8
CCCn1nc2cc(C(=O)NCc3ccc4c(c3)OCO4)ccc2c1OCC | -0.3
Cn1cccc1C(=O)NC(=O)COC(=O)c1ccccc1Sc1ccccc1C#N | 5.4
Cc1ccc(NC(=O)CSCC(=O)NNC(=O)c2nn(C)c(=O)c3ccccc23)cc1 | 0.3
O=C(Nc1ccc(Br)cc1)/C(=C/c1cccc([N+](=O)[O-])c1)NC(=O)C1CCCCC1 | -0.4
